Screening data from PubChem.
H9c2 TAG inh: inhibitors of triacylglycerol accumulation | inhibition, % at 12.5 µM | 0.66% of 230,000 active | H9c2 cells, Nile Red lipid (TAG) fluorescence; cells loaded with 200 µM oleic acid | AID 651582;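 active means pattern-corrected inhibition of lipid staining of at least 50% with the nuclear-stain viability signal not falling by more than 50%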;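 further: 0% = DMSO wells and 100% = triacsin C control wells; some results filed as inactive read as strong as hits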
H9c2 TAG inh DAPI viability: further read-out of H9c2 TAG inh, marked with its call; DAPI nuclei signal change (viability), lower = more cytotoxic, %;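 whole-well DAPI fluorescence read on a plate reader as a viability signal; minus 50 percent equals half of cells still viable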
* = called active by the depositor; & = joins results of further samples. Only part of the results is shown; the hit share may differ from the screen's.

SMILES | H9c2 TAG inh | H9c2 TAG inh DAPI viability
O=C(COC(=O)c1cccc(Cl)c1)NC1CCCCCCC1 | -2 | -3
CN(C(=O)c1ccc(-c2nn(C)c(=O)c3ccccc23)cc1)c1ccccc1 | -3 | -5
CN1c2ccc(Cl)cc2C(=O)NC1c1ccc([N+](=O)[O-])s1 (stereo unspecified) | -11 | 1
C/C(=N\N1CCN(c2ccccc2)CC1)c1cccs1 | -10 | -2
Cc1cc(NC(=O)CSCC(=O)Nc2cccc(S(=O)(=O)N3CCCCCC3)c2)no1 | -15 | 2
CN(C)c1ccc(-c2c(-c3ccc4c(c3)OCO4)noc2-c2ccsc2)cn1 | 25 | -6
Cc1ccccc1OCC(=O)N/N=C/c1sc(=O)n(Cc2cccc(C(=O)O)c2)c1Cl | 2 | 2
O=C(CSc1nnc(-c2ccncc2)n1Cc1ccco1)Nc1nccs1 | -18 | 6
CN(C)S(=O)(=O)c1cccc(C(=O)Nc2ccc(S(=O)(=O)N3CCCC3)cc2)c1 | -6 | 22
Cc1ccc(S(=O)(=O)O/N=C2/CCCc3occc32)cc1 | -5 | -1
COc1cccc(NC(=S)NC(=O)Cc2ccccc2)c1 | 0 | -1
O=C(CSc1ccccn1)Nc1ccc2c(c1)OCCO2 | 4 | 1
CC1(C(=O)NS(=O)(=O)c2ccc(F)cc2F)CCN1C(=O)Cc1ccccc1Cl (stereo unspecified) | 2 | 6
O=S(=O)(CCSc1ccc(C(F)(F)F)cn1)c1ccccc1 | -5 | 4
Cc1cccnc1Nc1nc(-c2ccc(O)cc2O)cs1 | 3 | 7
Cc1ccc(C(=O)c2sc3nsc(C)c3c2N)cc1 | 6 | 3
CN(C)CCSc1nnc(-c2ccccc2)o1 | 14 | -4
COCc1cc(CN2CCN(CCc3ccccc3)C(CCO)C2)ccc1OC (stereo unspecified) | -3 | 4
CCOCCCNC(=O)C(c1ccc(OC)cc1)N(Cc1cccs1)C(=O)c1ccccn1 (stereo unspecified) | -9 | 3
CCCCCCCCc1nc(=S)[nH][nH]1 | -1 | -6
O=C(O)C1CCCCC1C(=O)NCCCN1CCOCC1 (stereo unspecified) | -9 | 1
COC(=O)CNc1nc(-c2ccccc2F)nc2ccccc12 | 6 | 3
O=C(O)c1ccc2cccc(O)c2n1 | 5 | -3
Cc1ccccc1-n1ncc(C(C)NS(=O)(=O)c2ccccc2Cl)c1C (stereo unspecified) | 15 | 2
CCOC(=O)C(=O)N(C)c1c(CC)nc2c(OCc3ccccc3)cccn12 | 1 | -1
O=C(NCc1ccco1)c1ccc(-c2ccc3nccn3c2)cc1 | 1 | 9
CCOC(=O)N1CCC(NC(=O)c2ccc(N3CCC4(CC3)OCCO4)c([N+](=O)[O-])c2)CC1 | -2 | -6
CC(=O)Nc1ccc(S(=O)(=O)NNC(=O)c2cccc3ccccc23)cc1 | -2 | 14
CCOC(=O)c1sc(NC(=O)c2ccco2)nc1C | -13 | -7
C=CCn1nnnc1SCC(=O)Nc1cccc(C(F)(F)F)c1 | 4 | 3

For convenience, 14 of the compounds above.
SMILES | H9c2 TAG inh | H9c2 TAG inh DAPI viability
O=S(=O)(CCSc1ccc(C(F)(F)F)cn1)c1ccccc1 | -5 | 4
Cc1cccnc1Nc1nc(-c2ccc(O)cc2O)cs1 | 3 | 7
Cc1ccc(C(=O)c2sc3nsc(C)c3c2N)cc1 | 6 | 3
CN(C)CCSc1nnc(-c2ccccc2)o1 | 14 | -4
COCc1cc(CN2CCN(CCc3ccccc3)C(CCO)C2)ccc1OC (stereo unspecified) | -3 | 4
CCOCCCNC(=O)C(c1ccc(OC)cc1)N(Cc1cccs1)C(=O)c1ccccn1 (stereo unspecified) | -9 | 3
CCCCCCCCc1nc(=S)[nH][nH]1 | -1 | -6
O=C(O)C1CCCCC1C(=O)NCCCN1CCOCC1 (stereo unspecified) | -9 | 1
COC(=O)CNc1nc(-c2ccccc2F)nc2ccccc12 | 6 | 3
O=C(O)c1ccc2cccc(O)c2n1 | 5 | -3
Cc1ccccc1-n1ncc(C(C)NS(=O)(=O)c2ccccc2Cl)c1C (stereo unspecified) | 15 | 2
CCOC(=O)C(=O)N(C)c1c(CC)nc2c(OCc3ccccc3)cccn12 | 1 | -1
O=C(NCc1ccco1)c1ccc(-c2ccc3nccn3c2)cc1 | 1 | 9
CCOC(=O)N1CCC(NC(=O)c2ccc(N3CCC4(CC3)OCCO4)c([N+](=O)[O-])c2)CC1 | -2 | -6

Next section.
SMILES | H9c2 TAG inh | H9c2 TAG inh DAPI viability
COc1ccc(C(=O)N/C(=C/c2cccnc2)C(=O)N2CCOCC2)cc1OC | 0 | 2
COc1ccc(-c2c(C)nn3c(C)cc(C)nc23)cc1 | -10 | -6
O=C(Oc1ccc2cccc(OC(=O)N3CCOCC3)c2c1)N1CCOCC1 | -3 | 5
CN(C(=O)COc1ccc(Cl)cc1)C1(C)CCS(=O)(=O)C1 (stereo unspecified) | 9 | 3
Cc1c(O)c(=O)ccn1Cc1ccccc1 | -8 | 3
O=C(Cn1nc(-c2cccc(Cl)c2)ccc1=O)NCC1COCCO1 (stereo unspecified) | 10 | -2
COc1ccc(C)cc1NC(=O)CN(Cc1nnc(-c2ccc(Cl)cc2)o1)C1CCCC1 | 5 | -3
Cc1ccc(C)c(SCC(=O)NNC(=O)c2csc(N3CCOCC3)n2)c1 | 0 | 4
CCCN(CC(=O)Nc1ccccc1C)C(=O)C1CCN(S(=O)(=O)c2ccccc2C(F)(F)F)CC1 | -17 | 0
O=C(Cn1c(=O)oc2cc(S(=O)(=O)N3CCCC3)ccc21)Nc1ccccc1Br | -10 | 14
CCCC(=O)c1ccc(N2CCCCC2)c(F)c1 | 7 | 2
O=C(NC1CCCC1)C(c1cc2c(cc1[N+](=O)[O-])OCO2)N1CCCC1 (stereo unspecified) | 5 | 0
CN(/N=C/c1ccccc1)C(=S)c1ccccc1 | 64* | -19*
O=[N+]([O-])c1ccc(C2=Nn3cnnc3SC2)cc1 | -3 | 2
O=C(c1ccc(Cl)c(S(=O)(=O)NCc2ccco2)c1)N1CCN(c2ccccc2F)CC1 | -16 | 1
Cn1cc(C[C@H](NC(=O)OC(C)(C)C)C(=O)N[C@H](CO)Cc2ccccc2)c2ccccc21 | 23 | -10
CCOC(=O)c1c(/N=C/C2=C(O)CCCC2=O)sc2c1CCCC2 | 6 | 3
Cc1ccc(N=C2NC(=O)S/C2=C\c2ccco2)cc1 | -7 | -4
Cc1[nH]c2ccc(F)cc2c1CCN(Cc1ccncc1)C(=S)Nc1ccccc1 | 12 | 1
Cc1ccc(NC(=O)CN(C)C(=O)CSc2nnc(C)s2)cc1 | 9 | -9
O=C(CN1CCN(Cc2ccc(F)cc2Cl)C1=O)NCc1cccs1 | 0 | 4
O=C(COC(=O)c1cccc(Br)c1)NCCC1=CCCCC1 | -8 | 3
COc1ccccc1NC(=O)Cn1cc(C(=O)C(=O)N2CCOCC2)c2ccccc21 | -8 | 4
O=C1CCC[C@@H]2C[C@@]3(C[C@@H]4CCN1[C@H]24)Nc1cc(Cl)c(Cl)cc1NC3=NCc1ccccc1 | 48 | -5
CCOc1cc(C(N)=O)cc(Cl)c1OCC | 16 | -18
NC(=NCCc1ccccc1)NC(=O)c1cc(Cl)ccc1O | 14 | -6
CC1(C)SC2C(NC(=O)C3(N)CCCCC3)C(=O)N2C1C(=O)O (stereo unspecified) | -16 | 0
COc1ccc(S(=O)(=O)N2CCC[C@H]2C(=O)NCc2ccc(Cl)cc2)cc1 | -18 | -6
CC(C)(CNc1ccc(S(=O)(=O)C(F)(F)F)cc1[N+](=O)[O-])N1CCOCC1 | 8 | -6
COc1cc2c(cc1NC(=O)CSc1nccn1C)oc1ccccc12 | -1 | 9
CC(CN1CCC(n2nccc2NC(=O)c2ccccc2Cl)CC1)c1ccccc1 (stereo unspecified) | 6 | 2
O=C(COC(=O)C1CCN(S(=O)(=O)c2cccs2)CC1)c1cc2ccccc2o1 | -14 | -13
CCCNC(=O)C1(C)CCCN(CC(=O)c2ccccc2OC)C1 (stereo unspecified) | 6 | 4
CN(C(=O)COC(=O)c1cccs1)c1c(N)n(Cc2ccccc2)c(=O)[nH]c1=O | 3 | -3
O=C(CN1C(=O)COc2ccc(S(=O)(=O)N3CCOCC3)cc21)NCc1ccco1 | -5 | 4
COc1ccc(CN2CCOCC2)cc1 | -4 | 0
COc1ccccc1N1CCN(S(=O)(=O)CCNC(=O)c2cccc(F)c2)CC1 | 9 | -4
CN(C)CCNC(=O)c1onc(CSc2ccc(F)c(F)c2)c1C(=O)NCCN(C)C | 23 | -9
CCN(CC)C(=O)CSc1nnc(-c2cccc(OC)c2)o1 | 11 | -6
CNC(=O)COc1ccc(S(=O)(=O)Nc2ccc(C)cc2)cc1 | 9 | 5
Cn1cnnc1SCC(=O)NNC(=O)c1ccc([N+](=O)[O-])cc1 | -2 | 12
CCN(C(=O)COC(=O)/C=C/c1ccco1)C1CCCCC1 | 5 | 10
CC(c1ccccc1)n1cc(C(=O)NCc2cccnc2)nn1 (stereo unspecified) | -2 | 8
COc1ccc(NC(=O)NCc2ccc(Cl)cc2)cc1 | -16 | 1
COc1ccc(-c2nc3ncccn3c2Nc2ccc3c(c2)OCCO3)cc1 | -6 | 0
O=C(Cn1nc(-c2ccccc2)c2ccccc2c1=O)Nc1ccc(F)cc1 | -12 | 2
O=C(Nc1ccn(Cc2ccccc2F)n1)c1ccc(COc2ccc(Cl)cc2Cl)o1 | -5 | -9
CCOc1cc2c3c(c1)C(C)=CC(C)(C)N3C(=O)C2=O | 21 | -28
CCCC(=O)N1CCC1(C)C(=O)Nc1ccc(OC)c(OC)c1 (stereo unspecified) | -6 | 5
O=C(c1ccc(NS(=O)(=O)c2ccc3[nH]c(=O)[nH]c3c2)cc1)N1CCCC(C(F)(F)F)C1 (stereo unspecified) | -3 | -10
COc1ccc(N2C(=O)C(F)(F)C2c2ccc(C)cc2)cc1OC (stereo unspecified) | -1 | -1
O=C(NN1CCOCC1)c1ccc(F)cc1 | 9 | 4
CCOc1ccc(S(=O)(=O)Nc2cccc(C(=O)NCC3CCCO3)c2)cc1 (stereo unspecified) | -7 | 9
Cc1ccc(-n2nc3c(c2NC(=O)c2ccc4c(c2)OCO4)CS(=O)(=O)C3)cc1C | -1 | 8
COc1ccccc1CNS(=O)(=O)c1cc2c3c(c1)CCN3C(=O)CC2 | -4 | 6
CCOC(=O)CCCCCC(=O)Nc1ccc2c(c1)CC(=O)N([C@H](C)CO)C[C@H](C)[C@H](CN(C)S(=O)(=O)c1ccc(OC)cc1)O2 | 4 | -4
O=C1NC(=O)C(c2ccccc2)(c2ccccc2)N1 | -4&-1 | 20&-4
O=C(N/N=C\c1ccc(Cl)cc1)c1sccc1-n1cccc1 | -13 | -12
C[C@H]1CN([C@@H](C)CO)C(=O)c2cc(Br)cnc2O[C@@H]1CN(C)C(=O)C1CCC1 | 3 | 0
CCOC(=O)C1CCCN(S(=O)(=O)c2cc(C(=O)OC)n(C)c2)C1 (stereo unspecified) | -12 | 2
Next part:
SMILES | H9c2 TAG inh | H9c2 TAG inh DAPI viability
CC(C)NC(=O)Nc1ccc2c(c1)C(=O)N([C@H](C)CO)C[C@H](C)[C@@H](CN(C)S(C)(=O)=O)O2 | 4 | -6
O=C(CCN1C(=O)/C(=C/C=C/c2ccccc2)SC1=S)Nc1ccccn1 | 12 | -5
COc1ccc(NC(=O)CN(C)C(=O)c2sc3ccccc3c2Cl)cc1 | -40 | 0
COc1ccc(C2CC(c3cccs3)=NN2C(=O)COC(=O)c2cncc(Br)c2)cc1OC (stereo unspecified) | 4 | 5
O=C(NC(Cc1ccccc1)C(=O)O)/C(=C/c1ccccc1)NC(=O)c1cccc(Br)c1 (stereo unspecified) | -4 | 13
CCc1ccc(N2CC(C(=O)Nc3ccccc3N3CCCC3)CC2=O)cc1 (stereo unspecified) | 18 | -8
Cc1nc2nc(-c3ccccc3)[nH]n2c(=O)c1Cc1ccccc1 | 2 | 0
CCN(CC)c1c([N+](=O)[O-])c(=O)oc2ccccc12 | -6 | -1
O=C1C=C(NNC(=O)c2ccncc2)CC(c2ccccc2)C1 (stereo unspecified) | -4 | 4
O=C(c1ccc(N2CCCC2)c([N+](=O)[O-])c1)N1CCN(c2ccccn2)CC1 | -16 | 9
O=C(c1cccnc1)N1CCN(Cc2cccc(F)c2)CC1 | -19 | 15
Brc1ccc(-c2noc(-c3ccccc3)n2)o1 | 6 | 7
COc1cccc(CNC(=O)C2=C(C)C(=O)OC23CCC(C)CC3)c1 (stereo unspecified) | 8 | 0
COc1ccc(C(=O)CSc2nnc(-c3ccc(C)cc3)o2)cc1 | -12 | 1
C=CCNc1nc(-c2ccc(O)c(C(N)=O)c2)cs1 | 1 | 0
N#Cc1ccc(C(=O)OCC(=O)Nc2cccc(S(=O)(=O)N3CCCCC3)c2)cc1 | -31 | -5
COc1ccc(C(=O)N2CCC(n3nccc3NC(=O)C3CC3)CC2)cc1F | 0 | 5
CC1(C)CC2(OC2c2ccccc2[N+](=O)[O-])C(=O)c2ccccc21 (stereo unspecified) | -18 | 6
O=C(NCc1ccccc1)N1CCC(CO)(Cc2cccc(F)c2)CC1 | -3 | -5
CN1CCN(C(=O)c2ccc(-c3cnc4cccnn34)cc2)CC1 | 5 | 4
CCOc1ccc(CN(C)C(=O)CN2C(=O)NC3(CCCc4ccccc43)C2=O)cc1 (stereo unspecified) | -8 | -12
COc1ccc(NS(=O)(=O)c2cc(C)ccc2C)cc1 | 24 | 1
Cc1ccc(C)n1CCN1CCN(S(=O)(=O)c2ccc(F)cc2F)CC1 | -12 | 5
COc1ccccc1NC(=O)c1ccc(Cl)c(S(=O)(=O)NCc2ccco2)c1 | 5 | -6
CCN1CCCC1CNC(=O)C(=O)NC(C)c1ccccc1 (stereo unspecified) | -20 | -6
CCOC(=O)c1ccc(NC(=S)NCCc2ccccc2F)cc1 | 1 | 2
COC(=O)c1cc(C(=O)N2CCN(c3cccc(Cl)c3)CC2)cc([N+](=O)[O-])c1 | 63* | -41*
